Screening results: PubChem, several laboratories
Anthrax LF inh2: inhibitors of Bacillus anthracis lethal factor protease; 360,000 compounds, 0.12% hits; multiplex microsphere protease cleavage assay, LF; P15917; inhibition, % at 10 µM; further: plate controls were buffer without enzyme for full effect and enzyme alone for no effect
Yp Topo-I inh: inhibitors of Yersinia pestis topoisomerase I. Y. pestis Topo-I cleavage product accumulation, plate reader. 360,000 compounds, 0.064% hits. activity, % at 10 µM; in the data active means activity above about 50%, passing the limit was not always enough; inconclusive means no clear call, values can overlap the other calls; further: inactives centre near 2
BoNT F protease: inhibitors of Botulinum neurotoxin F light chain protease | Multiplex microsphere protease cleavage assay, flow cytometry | inhibition, % at 10 µM | 360,000 compounds, 0.22% hits; in the data active means inhibition above about 35%, passing the limit was not always enough; inconclusive means no clear call, values can overlap the other calls; further: plate controls were buffer without enzyme for full effect and enzyme alone for no effect
TcdB inh: blocks C. difficile toxin B glycohydrolase activity. TcdB glycohydrolase enzymatic assay, plate reader. inhibition, % at 9.99 µM. 350,000 compounds, 0.24% hits; in the data active means inhibition above about 10%
Target sequence (P18177 whole entry, looked up): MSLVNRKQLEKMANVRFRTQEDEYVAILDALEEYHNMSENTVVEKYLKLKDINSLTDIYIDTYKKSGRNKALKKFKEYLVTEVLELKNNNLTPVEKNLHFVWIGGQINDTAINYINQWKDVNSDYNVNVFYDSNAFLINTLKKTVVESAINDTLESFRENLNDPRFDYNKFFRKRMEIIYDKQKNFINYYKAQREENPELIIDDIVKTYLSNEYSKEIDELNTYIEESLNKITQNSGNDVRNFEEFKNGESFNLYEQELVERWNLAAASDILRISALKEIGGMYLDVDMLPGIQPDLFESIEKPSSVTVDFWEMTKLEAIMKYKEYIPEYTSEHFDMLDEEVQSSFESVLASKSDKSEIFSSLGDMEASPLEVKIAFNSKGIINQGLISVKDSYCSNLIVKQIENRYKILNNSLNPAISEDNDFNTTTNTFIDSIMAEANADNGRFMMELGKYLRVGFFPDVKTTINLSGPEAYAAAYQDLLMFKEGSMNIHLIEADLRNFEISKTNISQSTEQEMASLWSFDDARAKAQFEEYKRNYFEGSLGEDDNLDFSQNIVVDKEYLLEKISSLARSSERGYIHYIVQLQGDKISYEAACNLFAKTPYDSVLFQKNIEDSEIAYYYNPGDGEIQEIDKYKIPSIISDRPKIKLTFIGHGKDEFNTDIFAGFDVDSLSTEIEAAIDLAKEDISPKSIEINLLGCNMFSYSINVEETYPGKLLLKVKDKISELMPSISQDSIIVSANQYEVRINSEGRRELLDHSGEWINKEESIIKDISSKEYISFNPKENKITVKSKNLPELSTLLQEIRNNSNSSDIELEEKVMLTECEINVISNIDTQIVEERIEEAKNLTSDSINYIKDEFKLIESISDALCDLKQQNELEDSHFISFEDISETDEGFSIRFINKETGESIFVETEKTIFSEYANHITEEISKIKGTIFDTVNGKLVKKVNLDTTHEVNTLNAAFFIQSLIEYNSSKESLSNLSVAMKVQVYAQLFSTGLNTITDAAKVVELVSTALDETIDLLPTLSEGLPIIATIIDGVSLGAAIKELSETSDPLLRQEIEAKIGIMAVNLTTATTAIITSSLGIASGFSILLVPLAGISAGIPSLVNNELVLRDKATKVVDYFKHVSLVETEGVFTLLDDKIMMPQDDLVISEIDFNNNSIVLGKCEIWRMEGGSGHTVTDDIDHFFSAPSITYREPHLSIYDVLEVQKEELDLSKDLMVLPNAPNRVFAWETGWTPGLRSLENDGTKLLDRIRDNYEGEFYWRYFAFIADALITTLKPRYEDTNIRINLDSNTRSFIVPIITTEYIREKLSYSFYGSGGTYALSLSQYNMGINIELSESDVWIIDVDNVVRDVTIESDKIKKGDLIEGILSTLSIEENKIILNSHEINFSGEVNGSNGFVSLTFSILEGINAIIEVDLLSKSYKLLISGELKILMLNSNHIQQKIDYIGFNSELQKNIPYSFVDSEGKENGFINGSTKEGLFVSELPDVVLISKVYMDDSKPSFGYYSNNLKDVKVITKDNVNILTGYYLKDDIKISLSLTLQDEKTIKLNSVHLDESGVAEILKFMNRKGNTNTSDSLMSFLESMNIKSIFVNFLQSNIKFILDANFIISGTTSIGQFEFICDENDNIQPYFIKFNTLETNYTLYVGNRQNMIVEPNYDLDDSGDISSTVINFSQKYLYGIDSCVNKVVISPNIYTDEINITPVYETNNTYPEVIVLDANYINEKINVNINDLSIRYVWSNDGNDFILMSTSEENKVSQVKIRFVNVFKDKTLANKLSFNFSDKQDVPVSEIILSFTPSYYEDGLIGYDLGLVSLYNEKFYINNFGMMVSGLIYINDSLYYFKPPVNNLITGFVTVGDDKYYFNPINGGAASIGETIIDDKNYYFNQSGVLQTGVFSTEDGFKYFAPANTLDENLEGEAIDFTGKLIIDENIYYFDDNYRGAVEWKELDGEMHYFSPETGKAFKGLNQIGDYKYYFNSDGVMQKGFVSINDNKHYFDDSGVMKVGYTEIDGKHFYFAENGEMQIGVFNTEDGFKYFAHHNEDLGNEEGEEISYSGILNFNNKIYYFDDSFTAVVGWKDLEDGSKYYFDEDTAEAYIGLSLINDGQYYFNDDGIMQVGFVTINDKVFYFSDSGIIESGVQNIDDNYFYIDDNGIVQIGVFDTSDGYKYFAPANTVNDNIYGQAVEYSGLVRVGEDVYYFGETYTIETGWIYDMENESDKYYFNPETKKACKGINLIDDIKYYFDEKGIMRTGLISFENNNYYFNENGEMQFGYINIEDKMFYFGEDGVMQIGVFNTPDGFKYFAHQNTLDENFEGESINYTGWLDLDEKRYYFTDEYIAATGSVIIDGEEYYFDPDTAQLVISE
BoNT A protease: inhibitors of Botulinum neurotoxin A light chain protease; multiplex microsphere protease substrate cleavage, flow cytometry; inhibition, % at 10 µM; 360,000 compounds, 0.17% hits; AID 588499; further: plate controls were buffer without enzyme for full effect and enzyme alone for no effect
FadD28 binding: M. tuberculosis FadD28 bisubstrate binding inhibition; FadD28 bisubstrate probe binding, fluorescence polarization; inhibition, % at 12.5 µM; 360,000 compounds, 0.22% hits; AID 588549; in the data active means inhibition above about 8.5%, passing the limit was not always enough; inconclusive means no clear call, values can overlap the other calls
CCHFV vOTU inh: CCHFV vOTU protease inhibition. Pep-AMC fluorescence. inhibition, % at 11.5 µM. 370,000 compounds, 0.55% hits; in the data active means inhibition above about 30%; further: 0% = vehicle wells with enzyme and 100% = no enzyme wells
PrPC surface inh: inhibitors of human cell surface prion protein PrPC | inhibition, % at 13.8 µM | TR-FRET read-out | 370,000 compounds, 0.43% hits | P04156; in the data active means inhibition above about 24%; further: 0% = median of the test wells and 100% = reference compound wells
PfHsp40 yeast: restores yeast growth despite PfHsp40 toxicity. S. cerevisiae expressing PfHsp40, growth rescue, ATP luminescence. growth rescue, % at 12.5 µM. 340,000 compounds, 0.68% hits. AID 504582; in the data active means growth rescue above about 28%, passing the limit was not always enough; inconclusive means no clear call, values can overlap the other calls;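 further: yeast W303a lacking pdr1 and pdr3 grown in galactose medium; growth measured after three days at 30 °C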
* hit, by the source's call; ? = inconclusive; . = no result given. Unless noted, no stated cut-off is given here; in the data, active means inhibition above about 30%; inconclusive means no clear call, values can overlap the other calls; inactive means below that.

SMILES	Anthrax LF inh2	Yp Topo-I inh	BoNT F protease	TcdB inh	BoNT A protease	FadD28 binding	CCHFV vOTU inh	PrPC surface inh	PfHsp40 yeast
COc1ccc(S(=O)(=O)n2c(CCN3CCOCC3)nc3ccccc32)cc1	0	21	-9	.	0.4	-2.7	4	-7	-0.7
CCOc1ccc(Br)cc1S(=O)(=O)N1CCC(C(N)=O)CC1	-6	3	-4	0.7	-0.6	-1.3	3	-2	-0.5
Cc1ccc(N(C(=O)Cn2nnc(-c3ccccc3F)n2)C(C(=O)NC2CCCC2)c2ccncc2)cc1 (configuration not stated)	14	-7	4	0.0	0.0	-1.6	-14	-1	-0.2
COc1cccc(NC(=O)c2cc(OC)c(OC)c(OC)c2Br)c1	0	-2	1	0.7	-0.3	0.1	-8	2	-0.4
O=C(CN1CCN(C2CCCCC2)CC1)Nc1ccccc1-c1ccccc1	-4	6	5	.	0.9	-3.0	8	-13	15
O=C(COC(=O)c1cccc(Cl)c1Cl)NC1CCCCCC1	0	0	-5	-0.3	-0.3	-2.8	-1	4	.
COc1cccc(CNc2cc(CSc3ccc(Cl)cc3)nc(C)n2)c1	-1	13	-7	.	0.5	-3.0	.	.	-0.2
COC(=O)C1(CCSC)NC(c2ccccc2OC)C2C(=O)N(C)C(=O)C21 (configuration not stated)	2	7	1	.	-1.6	-3.3	12	4	-0.6
CCn1c(SCC(=O)N2CCOCC2)nnc1-c1ccco1	-4	4	-1	1.5	-1.9	-0.6	9	5	-0.1
CC1=C(C(=O)N(C(C)C)C(C)C)CC(CC(=O)NCCCN(C)C)C(=O)N1Cc1ccccc1 (configuration not stated)	-3	.	5	0.1	0.6	-2.5	-6	-5	.
CC(C)C(=O)N(Cc1cc2ccccc2[nH]c1=O)C(C)(C)C	0	-5	15	.	1.1	-4.0	7	3	0.2
COc1cc2c(cc1OC)CN(Cc1ccc(OC)c(C)c1OC)CC2	-6	5	-2	.	-2.6	-1.6	-4	7	-0.9
Cc1nc2ccccc2c(=O)n1C1CCCCCC1	-1	-1	-1	.	0.0	-3.2	6	-3	0.1
COC(=O)c1cccc(NC(=O)c2cccnc2C(=O)O)c1C	-6	0	-4	2.7	1.2	-0.7	-1	-4	-1.5
CC(=O)N1CCN(Cc2cc(=O)oc3ccc4ccccc4c23)CC1	-1	.	-10	1.4	-0.3	0.3	10	-4	.
O=C(/C=C/c1cccc(F)c1)OCC(=O)N1CCCC1	-2	-3	-2	0.2	-0.4	-0.8	-8	4	2.0
Cc1ccc(N/C(N)=N/c2nc3c(c(=O)[nH]2)CCCC3)c(C)c1	-6	13	-12	.	-1.1	-1.0	8	-1	0.6
O=C(CSc1ncn[nH]1)N1c2ccccc2Sc2ccccc21	0	-3	-4	2.2	-1.2	-13	3	4	1.6
Cn1c(CN2CCN(S(C)(=O)=O)CC2)nc2cc([N+](=O)[O-])ccc21	7	1	-6	-0.6	1.2	-5.1	0	-7	-0.3
O=C(COC(=O)c1ccc(O)cc1)NCCC1=CCCCC1	0	1	0	2.7	0.5	-2.8	-6	-5	1.1
O=C(NC1C=CS(=O)(=O)C1)c1sc2ccccc2c1Cl (configuration not stated)	-1	13	10	.	1.8	-2.4	-6	-2	-0.6
COc1ccc(N2CCN(C(=O)Cc3csc(NC(=O)Nc4ccccc4OC)n3)CC2)cc1	-1	10	-5	0.9	0.3	-2.9	1	-1	-0.5
Cc1ccc(CC2(c3ccccc3)NC(=O)NC2=O)cc1 (configuration not stated)	-6	-7	2	0.3	-0.3	-0.9	7	-5	0.9
Cc1c(C)c2ccc(OC(C)C(=O)NCCCn3ccnc3)c(C)c2oc1=O (configuration not stated)	5	-1	13	-1.1	12	-4.7	-30	5	-0.3
COc1ccc(C2SCC(=O)N2c2ccc(OC)cc2)cc1 (configuration not stated)	-5	-1	-7	1.3	-1.9	-0.5	7	-6	-0.3
Cc1c(Nc2ncnc3nc[nH]c23)c(=O)n(-c2ccccc2)n1C	0	1	-7	0.9	-0.8	-1.3	-6	-5	1.3
CCN(C(=O)CN1CC(C)OC(C)C1)c1c(N)n(Cc2ccccc2)c(=O)[nH]c1=O (configuration not stated)	1	8	-1	1.8	-0.1	-0.6	2	-11	-1.0
O=C(CCC(=O)N1CCCC1)Nc1ccc(Cl)c(Cl)c1	-1	3	-4	0.5	-1.1	-0.7	18	2	-0.3
CN(CC(=O)Nc1ccc(Cl)c(Cl)c1)C(=O)/C=C/c1ccc(F)cc1	0	-4	5	.	1.2	-1.2	3	-1	-0.1
COC(=O)c1cn(CC(=O)NC2CCCCCC2)c2ccccc12	-1	7	-6	.	0.5	0.6	3	-2	-1.6
COc1ccccc1-c1c(C(F)(F)F)oc2cc(OC(=O)c3ccccc3[N+](=O)[O-])ccc2c1=O	-10	0	-10	.	-0.6	-5.0	6	4	2.3
Cc1cc(C)c2[nH]c(=O)c(CN(Cc3cccnc3)C(=S)NCCCN(C)C)cc2c1	-4	6	-3	-1.8	-1.0	-0.4	-5	7	-1.0
C[C@@H]1CN(C(=O)c2nc3ccc(Cl)cn3c2CN[C@H]2CCCCNC2=O)C[C@H](C)O1	3	-4	9	.	0.3	-2.1	6	-2	-1.9
COCCNC(=O)C1(C)CCCN(C(=O)c2c(F)ccc(C)c2F)C1 (configuration not stated)	-3	2	-2	0.6	0.0	-1.0	-14	-2	.
Cc1ccc(C)c(OCC(=O)N2CCN(c3ncccn3)CC2)c1	-6	10	2	1.4	0.3	-1.1	4	5	-0.1
CCCCN1C(=O)C(CC(=O)NC2CCCC2)CC(C(=O)N(C(C)C)C(C)C)=C1C (configuration not stated)	-5	4	-2	1.1	-0.2	0.5	20	8	.
O=C(c1ccc(S(=O)(=O)N2CCOCC2)cc1)N1CCN(S(=O)(=O)c2ccc(Cl)s2)CC1	-5	-9	-3	0.0	0.6	-0.2	5	8	-0.1
CC(C)OC(=O)CSc1nc2ncc(Cl)cc2[nH]1	-1	10	10	.	-1.5	-1.0	25	5	-1.3
C/C(=N\NC(=O)c1cc(-c2ccco2)nc2ccccc12)c1cccnc1	0	-15	2	-1.8	-0.1	-2.9	-63	8	0.2
CCn1nc(C)c(CNC(=O)CCc2nnc(Cc3c[nH]c4ccccc34)o2)c1C	-3	-3	4	0.7	-0.9	-2.1	7	-3	1.1
COc1cc(OC)cc(C(=O)Nn2cnnc2)c1	37*	-13	?	0.1	2.6	-4.0	-9	2	0.2
c1cncc(-c2nn3cnnc3s2)c1	2	1	8	.	0.7	-3.5	-11	-7	-0.7
CCN(C(=O)COc1ccc2ccc(=O)oc2c1)C1CCCCC1	-3	2	1	2.0	1.1	-1.1	-6	-6	-0.7
Cc1cccc(CNc2ccc(S(=O)(=O)N3CCCCC3)cc2)c1	-3	40	-14	-2.9	-1.5	-0.3	-11	9	0.3
CSc1ncccc1C(=O)OCc1ccc([N+](=O)[O-])cc1	4	-3	-3	1.0	-0.7	-1.0	-4	-6	0.0
O=C(CNS(=O)(=O)c1ccc(F)c(Cl)c1)N1CCCCCC1	-6	1	4	2.1	-1.2	-4.4	4	-1	0.6
CC(=O)Oc1ccc(-c2csc(Nc3ccccn3)n2)cc1	-8	-8	-12	-0.1	-1.0	-3.1	42*	7	.
Cc1ccc(CCNC(=O)Cn2ccc3cc(S(=O)(=O)N4CCCC4)ccc32)cc1	-2	31	-6	4.8	0.4	-3.5	-1	-7	-0.5
Cc1ccc(OCC(=O)NNC(=O)C2CSC3(C)CCC(=O)N23)cc1 (configuration not stated)	.	2	.	2.0	.	-1.2	7	-10	1.6
CCCC/C(=N/O)c1c(C)[nH]c2ccccc12	-1	-4	-6	3.4	-0.9	-0.4	4	-4	1.2
COc1ccc(NC(=O)CSc2nc3ccccc3c(=O)n2CCC(=O)N2CCCCC2)cc1	1	-7	-1	.	0.5	1.0	-2	3	0.7
CCCCCCCCCCCCCC(=O)NO	-4	-6	-7	-0.2	0.2	-3.2	6	-4	264*
Cc1cc(C)c(C)c(S(=O)(=O)N2CCC(C(=O)Nc3ccncc3)CC2)c1C	-1	5	8	1.4	0.2	-6.9	14	0	-0.2
CC(C)CCN1CCN=C1Nc1ccccc1	1	0	-7	0.6	0.1	-0.4	5	-2	-1.1
CN(C)S(=O)(=O)N1CCCC(C(=O)c2ccc(C(F)(F)F)cc2)C1 (configuration not stated)	2	5	-4	-0.1	0.1	-1.7	-3	6	1.3
COCCCn1c(N)c(C(=O)NCc2ccco2)c2nc3ccccc3nc21	.	.	.	-3.2	.	.	-53	-7	1.1
C=CCc1cccc(Cl)c1OCCCNC1CCCC1	-6	3	?	0.7	-2.0	-1.3	-2	2	-0.3
COC(=O)c1ccc(CSc2nnc(Nc3cccc(OC)c3)s2)o1	0	-4	-1	.	0.1	1.2	17	4	0.9
Cc1cccc(C)c1NC(=O)c1csc([C@H]2C[C@H](O)[C@@H](CO)O2)n1	4	2	-8	1.8	0.3	-0.3	-3	-5	.
Cc1c(Nc2nc3ccccc3nc2NS(=O)(=O)c2ccccc2)c(=O)n(-c2ccccc2)n1C	-6	3	-21	-1.4	1.1	0.0	4	3	0.0

A stretch from the list above, as a working copy:
SMILES	Anthrax LF inh2	Yp Topo-I inh	BoNT F protease	TcdB inh	BoNT A protease	FadD28 binding	CCHFV vOTU inh	PrPC surface inh	PfHsp40 yeast
COC(=O)c1ccc(CSc2nnc(Nc3cccc(OC)c3)s2)o1	0	-4	-1	.	0.1	1.2	17	4	0.9
Cc1cccc(C)c1NC(=O)c1csc([C@H]2C[C@H](O)[C@@H](CO)O2)n1	4	2	-8	1.8	0.3	-0.3	-3	-5	.
Cc1c(Nc2nc3ccccc3nc2NS(=O)(=O)c2ccccc2)c(=O)n(-c2ccccc2)n1C	-6	3	-21	-1.4	1.1	0.0	4	3	0.0

Record cards (already shown). Values in the order: Anthrax LF inh2 | Yp Topo-I inh | BoNT F protease | TcdB inh | BoNT A protease | FadD28 binding | CCHFV vOTU inh | PrPC surface inh | PfHsp40 yeast
`COCCCn1c(N)c(C(=O)NCc2ccco2)c2nc3ccccc3nc21` is entered as . | . | . | -3.2 | . | . | -53 | -7 | 1.1
`CC(C)CCN1CCN=C1Nc1ccccc1` is entered as 1 | 0 | -7 | 0.6 | 0.1 | -0.4 | 5 | -2 | -1.1

The list goes on.
SMILES	Anthrax LF inh2	Yp Topo-I inh	BoNT F protease	TcdB inh	BoNT A protease	FadD28 binding	CCHFV vOTU inh	PrPC surface inh	PfHsp40 yeast
O=C(c1ccc(S(=O)(=O)N2CCOCC2)cc1)N(c1ccc(F)cc1)C1C=CS(=O)(=O)C1 (configuration not stated)	0	2	-4	0.9	-0.2	-2.2	2	-5	-1.6
COc1ccc(Cn2c(-c3ccc(Cl)cc3)c[n+]3ccccc23)cc1	-2	6	-2	1.2	0.5	-2.2	3	11	0.6
O=C(c1cc2c(=O)n3ccccc3nc2s1)N1CCOCC1	0	2	-4	.	-3.4	-2.3	-85	-10	0.9
CCOc1ccc(/C(O)=C2/C(=O)C(=O)N(CCCn3ccnc3)C2c2cccs2)cc1Cl (configuration not stated)	-1	0	7	.	0.0	-1.6	9	0	?
COc1ccc(C(=O)N2CCOC2CNC(=O)C(=O)NCCc2ccccc2OC)cc1 (configuration not stated)	0	3	-6	1.6	0.0	-0.7	-6	4	-1.0
O=C(Nc1cc(C(F)(F)F)ccc1N1CCOCC1)c1cccs1	-1	-5	-5	-0.1	-0.5	-19	11	1	-0.8
Cc1c(NC(=O)c2ccccc2NS(=O)(=O)c2ccc(Br)cc2)c(=O)n(-c2ccccc2)n1C	3	13	3	.	-0.8	-2.2	-3	4	0.8
CCOP(=O)(OCC)C(NC(=O)c1ccccc1)C(Cl)(Cl)Cl (configuration not stated)	-6	0	2	-0.3	0.9	0.4	-8	-6	21
O=C(NCCCN1CCCC1=O)c1ccc2c(=O)n(-c3ccccc3F)c(=S)[nH]c2c1	2	-4	-2	-0.6	-0.9	-1.1	-12	9	0.2
O=C(NCCc1ccccc1)c1cnc2n(c1=O)CCS2	1	-8	-1	1.1	0.0	-0.5	5	-4	-0.3
Cc1cc(-c2ccccc2)nc2cc(C(N)=O)nn12	-3	-9	-26	.	0.9	0.0	-8	-6	0.9
N#CCOC(=O)[C@H](Cc1c[nH]c2ccccc12)NS(=O)(=O)c1ccc(Cl)cc1	6	2	-5	0.0	-3.2	-1.5	10	-2	-0.7

No enrichment for hits (roughly 2.3% active in at least one column).
